Source: PubChem (The Scripps Research Institute Molecular Screening Center)
TTR transcr act: TTR transcription activators in neuroblastoma reporter cells, primary screen, cell-based, luminescence, SH-SY5Y, TTR promoter Gaussia luciferase; 100% = recombinant luciferase protein wells; 1.3% of 92,000 active; activation, % at 16.7 µM;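 active = activation above the mean of all tested compounds plus 3 SD, cut at about 9.5% in these data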;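 note: cells exposed to compounds for one day before reading; 0% = median of all test compound wells on the plate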
* marks the source's active call; other numbers are inactive results. Only part of the results is shown. The share of hits here may be higher or lower than overall.

SMILES | TTR transcr act
O=C(COC(=O)C1CCN(c2ccc(C(F)(F)F)cn2)CC1)Nc1ccc(Cl)cn1 | 2.5
CCc1cc(C(c2ccccn2)N2CCN(C)CC2)c(NC(=O)c2ccccc2)s1 (stereo unspecified) | -1.6
CCC(=O)Nc1ccc(C=C(C(C)=O)C(C)=O)cc1 | 6.1
CCC(C)NS(=O)(=O)c1ccc(OC)c(Cl)c1Cl (stereo unspecified) | 2.4
CC1(C)CC(N2CCCCC2)=CC(=[N+]2CCCCC2)C1 | -3.1
CC(=O)c1cccc(NC(=O)c2cnn3c(C)cc(C)nc23)c1 | 0.0
O=C(O)c1cncc(C#CCC2CCCCC2)c1 | -0.9
CCO[C@@H]1OC(C(=O)NCc2nc3ccccc3[nH]2)=C[C@H](C2CC2)[C@H]1CCCO | 0.1
CCOC(=O)CSc1ncc(-c2cccc(Cl)c2)cn1 | -1.4
O=C(NNC(=O)C1CC1)c1cc(Br)c(Br)s1 | -1.7
COc1cc(OC)c2c(c1)C(=O)OC2OC (stereo unspecified) | -0.1
Cn1cccc1C(=O)OCC(=O)Nc1ccc2c(c1)OCO2 | 2.9

4 entries from above, as labelled records.
CC(=O)c1cccc(NC(=O)c2cnn3c(C)cc(C)nc23)c1
  TTR transcr act: 0.0

O=C(O)c1cncc(C#CCC2CCCCC2)c1
  TTR transcr act: -0.9

CC1(C)CC(N2CCCCC2)=CC(=[N+]2CCCCC2)C1
  TTR transcr act: -3.1

CCc1cc(C(c2ccccn2)N2CCN(C)CC2)c(NC(=O)c2ccccc2)s1 (stereo unspecified)
  TTR transcr act: -1.6

Returning to the listing; the 4 compounds before the break are reprinted first.
SMILES | TTR transcr act
CCOC(=O)CSc1ncc(-c2cccc(Cl)c2)cn1 | -1.4
O=C(NNC(=O)C1CC1)c1cc(Br)c(Br)s1 | -1.7
COc1cc(OC)c2c(c1)C(=O)OC2OC (stereo unspecified) | -0.1
Cn1cccc1C(=O)OCC(=O)Nc1ccc2c(c1)OCO2 | 2.9
COCc1cc(=O)n2[nH]c(C(C)(C)C)cc2n1 | -2.0
C=CCOc1c(Br)cc(C2NC(=O)NC(C)=C2C(C)=O)cc1OCC (stereo unspecified) | -0.6
COc1ccc(/C=C(/NC(=O)c2ccc(C)cc2)C(=O)NCC2CCCO2)cc1 (stereo unspecified) | 4.1
CC1(C(=O)NS(=O)(=O)c2cccc(F)c2)CCN1C(=O)Cc1ccc(-c2ccccc2)cc1 (stereo unspecified) | -4.8
O=C(Cn1cc(-c2ccccn2)nn1)NS(=O)(=O)c1cccc(OC(F)F)c1 | -1.1
CC(C(=O)NCC1CCCO1)n1cccc1C(=O)c1ccccc1 (stereo unspecified) | 1.8
O=C(NC1CCCCCCC1)c1cc(-c2ccccn2)nc2ccccc12 | -0.7
COc1cc(Cl)c(C)cc1NC(=O)CCCn1c(=O)oc2ccccc21 | 0.0
COc1cc(OC)cc(-c2cc3nc(C)c(CCC(=O)O)c(C)n3n2)c1 | 0.7
Cc1cc(OC(C)C(=O)NC(Cc2c[nH]c3ccc(O)cc23)C(=O)O)c2c(C)c(C)c(=O)oc2c1 (stereo unspecified) | -1.1
Cc1ccc(O)c(CNc2cccc3cccnc23)c1 | 3.7
CCc1ccc(S(=O)(=O)NCCc2cn3cccc(C)c3n2)s1 | 4.5
C/C(=N/OC(=O)c1ccccc1)c1oc(C)nc1C | -1.0
COC(=O)NNC(=O)c1ccccc1C | 0.0
Fc1ccccc1CCNc1nnnn1-c1ccccc1 | -0.6
CCn1nnnc1-c1ccc(OC)c(S(=O)(=O)NCc2ccccc2)c1 | -0.6
COc1cccc(NC(=O)CNc2cc(S(=O)(=O)N3CCOCC3)ccc2N2CCCC2)c1 | 0.4
CCc1ccc2c(COC(=O)c3n[nH]c4ccccc34)cc(=O)oc2c1 | -0.3
Cc1cc(=O)n2c(n1)SCOC2 | 0.7
N/C(=N\OC(=O)c1ccc(F)cc1)c1ccccc1 | -0.4
COc1cc(NC(=O)Cn2cnc(C(=O)Nc3ccc(C)c(C)c3)n2)cc(OC)c1OC | 0.6
COc1ccc(N2C(=O)CC(N3CCC(O)(c4ccc(Br)cc4)CC3)C2=O)cc1 (stereo unspecified) | -0.1
CCCn1nnnc1NCc1ccccc1OCC | -0.2
O=C(CN1C(=O)C2CC=CCC2C1=O)Nc1nc2ccccc2[nH]1 (stereo unspecified) | 1.2
O=C(Nc1ccc2c(c1)OCCO2)C(c1ccc(C(F)(F)F)cc1)n1c(=O)c(-c2cc3ccccc3[nH]2)nc2ccccc21 (stereo unspecified) | -0.5
CC(=O)Nc1ccc(S(=O)(=O)N2CCc3c(Cl)cccc3C2)cc1 | -0.8
CC(C)c1ccc(NC(=O)CSc2nc(-c3ccccc3F)nc3nc[nH]c23)cc1 | 1.0
CC(C)(C)OC(=O)NCCCC[C@@H](C(=O)NCCCCCCCCCCC(=O)N1CCN(C(=O)OC(C)(C)C)CC1)n1cc(CCO)nn1 | -4.4
Cc1ccc(-c2nn(-c3ccccc3)cc2C(=O)NCCCN2CCOCC2)cc1 | 0.3
C/C(=N/NC(=O)c1ccc2c(c1)OCO2)c1cccc(NC(=O)C(C)(C)C)c1 | -2.0
COc1cc(NC(=O)NCC2CCN(Cc3ccc(C)cc3)CC2)cc(OC)c1OC | -0.9
Fc1cc(Br)ccc1Nc1nc2ccccc2n2nnnc12 | 5.1
CC1(c2ccc(Cl)cc2)NC(=O)N(CC(=O)NCCC2=CCCCC2)C1=O (stereo unspecified) | 0.4
CC(=O)N1C[C@H]2CON(C)[C@H]2C[C@H]1c1cccc(-c2cc(Cl)cc(Cl)c2)c1 | -1.1
CCn1ncc(CN2CCN(Cc3cccc(OC)c3)C(CCO)C2)c1C (stereo unspecified) | -1.6
COCCCNC(=O)CN(CCc1ccccc1)S(=O)(=O)c1ccc(C)cc1 | -0.8
O=C(O)c1cc(N2C(=O)C3CC=CCC3C2=O)ccc1NCc1cccnc1 (stereo unspecified) | 3.1
CN1CCC(NC(=O)c2cccc(Oc3ccccc3)c2)CC1 | -0.5
Cc1ccc(CSc2nnc(-c3cccc(S(=O)(=O)N4CCOCC4)c3)n2CC(C)C)cc1 | -0.7
CC(=O)c1ccc(NC(=O)CSc2nnc(-c3ccco3)o2)cc1 | -0.6
CCC(=O)Nc1cc(C)c(NC(=O)C23CC4CC(CC(C4)C2)C3)cn1 | 9.9*
C=CCc1c(C)nc(N2CCSCC2)[nH]c1=O | 1.2
O=C(NCc1ccncc1)[C@@H]1CCCN1C(=O)[C@@H]1CCCN1C(=O)c1ccccc1Cl | 5.3
CCOc1ccc(NC(=O)c2sc3nc4n(c(=O)c3c2C)CCC4)cc1 | -1.4
CCOC(=O)CNC(c1ccccc1)c1cc(Br)ccc1NC(=O)CCN1CCOCC1 (stereo unspecified) | -6.2
CSc1ncnc2c1ncn2CCCNCC(C)c1ccccc1 (stereo unspecified) | -0.4
COc1ccc(C(=O)CNc2ccc(C)cc2C)cc1 | 2.5
Cc1nn(-c2ccccc2)c(N2CCCC2)c1C=O | -1.6

TTR transcr act: what is marked active above
SMILES | TTR transcr act
CCC(=O)Nc1cc(C)c(NC(=O)C23CC4CC(CC(C4)C2)C3)cn1 | 9.9*

Additional results follow:
SMILES | TTR transcr act
O=C(Nc1nnc(-c2ccccc2)o1)c1cc(-c2cccs2)nc2ccccc12 | -0.6
COCC(=O)N(C)C[C@@H]1Oc2cc(-c3ccc(F)cc3)ccc2S(=O)(=O)N([C@H](C)CO)C[C@H]1C | -0.1
CCCCCCc1cc2cc(C(=O)Nc3cccc(OC)c3)c(=O)oc2cc1O | -0.1
Cc1ccnc(SCC(=O)c2ccc(Br)s2)n1 | 0.9
COC(=O)c1c(-c2ccccc2)noc1-c1ccccc1 | -2.9
CC(=O)N1CCCc2cc(S(=O)(=O)N(C)CCC#N)ccc21 | 1.4
CCOc1ccc(C(=O)C(CN2CCOCC2)c2ccccc2)cc1 (stereo unspecified) | -5.2
COc1cccc(CC2(CO)CCCN(Cc3ccc(-c4ccco4)cc3)C2)c1 (stereo unspecified) | 0.0
Cc1nn(C)cc1/C=N/NC(=O)CSc1ccccn1 | -1.1
O=C(NCc1ccccc1)c1cc(C2CCCCN2S(=O)(=O)Cc2ccccc2)on1 (stereo unspecified) | -1.3
CN(C(=O)c1cccc(OC2CCN(S(=O)(=O)N(C)C)CC2)c1)C1CCOC1 (stereo unspecified) | 2.0
COC(=O)C1=C(C)N(Cc2ccccc2)C(=NCc2ccccc2)N[C@H]1c1cccc(F)c1 | -3.4

Three entries already listed, ordered by the value under TTR transcr act, falling.
SMILES | TTR transcr act
O=C(CN1C(=O)C2CC=CCC2C1=O)Nc1nc2ccccc2[nH]1 (stereo unspecified) | 1.2
Cc1cc(=O)n2c(n1)SCOC2 | 0.7
O=C(NCc1ccccc1)c1cc(C2CCCCN2S(=O)(=O)Cc2ccccc2)on1 (stereo unspecified) | -1.3

(list continues)
SMILES | TTR transcr act
O=C1CC2(CCCCC2)Oc2ccc(O)cc21 | -0.6
O=C(COC(=O)c1cccc(S(=O)(=O)N2CCCCCC2)c1)Nc1ccccc1C(F)(F)F | 0.9
CC(C)Sc1nc2c(cnn2-c2ccccc2)c(=O)[nH]1 | -2.0
N=C1S/C(=C\c2cn[nH]c2-c2ccc(F)cc2)C(=O)N1c1ccccc1F | -1.1
O=C(c1cc(C2CCCCN2S(=O)(=O)c2cccs2)on1)N1CCOCC1 (stereo unspecified) | 0.6
CC(=O)Nc1ccc(-c2ccnc3c2CC(C)(C(=O)NCCc2ccccc2)O3)cc1 (stereo unspecified) | 2.9
Cc1ccc(CNC(=O)C2CCCN2S(=O)(=O)c2ccc(Cl)cc2)cc1 (stereo unspecified) | 2.9
COCc1cc(=O)[nH]c(Sc2c(-c3ccccc3)c3ccc(Cl)cc3[nH]c2=O)n1 | 2.8
COc1ccc(CCN(C)C(=O)C2CCN(Cc3cccc(OC)c3OC)CC2)cc1OC | 1.3
Cc1cccc(CSc2nc3c(cc2C#N)CCC3)c1 | -2.2
Cc1ccc(-c2nc3ccccc3[nH]2)cc1N | -0.3
Cc1ccc(-n2nc(C)c3c(C)c(CCC(=O)NC(C)c4ccccc4)c(C)nc32)cc1 (stereo unspecified) | -1.2
CCOc1cc(-c2c(C#N)c(N)nc3c2CCc2ccccc2-3)ccc1O | 0.6
COC(=O)c1ccccc1C(=O)c1cccc2ccccc12 | 0.3
CCCNC(=O)C1(C)CCCN(Cc2c(C)nn(-c3ccccc3)c2C)C1 (stereo unspecified) | 5.7
COc1ccc(-c2csc(C)n2)cc1OC | 1.5
C[C@H]1COc2cc(N3CCSCC3)ccc2S(=O)(=O)N1C | 0.2
Cc1ccc2nc(CN(C)C(=O)[C@H]3O[C@@H](n4ccc(=O)[nH]c4=O)[C@H](O)[C@@H]3O)[nH]c2c1 | 1.2
COC(=O)c1ccccc1NC(=O)NCCc1ccc(OC)c(OC)c1 | 5.1
O=C1c2cccc(-c3ccc(C(F)(F)F)cc3)c2C2CC=CCN12 (stereo unspecified) | 0.9
COc1ccc(-c2nn(-c3ccccc3)cc2C#N)cc1 | 1.3
C=CCc1cccc(/C=N/c2nc3ccccc3n2CC)c1O | -1.3
CN(C)Cc1nc2c([nH]1)c(=O)n(C)c(=O)n2C | 0.1
CN1CCN(/N=C/c2ccc(Cl)c(Cl)c2)CC1 | 0.5
CCOC(=O)c1ccccc1NC(=S)N1CCCCC1 | 0.7
CC(C)[C@H](NC(=O)c1ccccc1)C(=O)OCC(=O)N1CC(=O)Nc2ccccc21 | -0.5
COc1cc(C(c2nnnn2C(C)(C)C)N2CCN(c3nc4ccccc4s3)CC2)ccc1O (stereo unspecified) | 0.4
COc1cc(/C=C2\CCCc3c2nc2ccccc2c3C(=O)O)cc([N+](=O)[O-])c1O | -0.9
Cc1cc(NC(=O)c2oc3ccccc3c2C)ccc1-n1cnnn1 | 0.6
C/C(=N/N=C1/NC(=O)CC(C(=O)Nc2ccccc2)S1)c1cccs1 (stereo unspecified) | -0.8
COc1cc(C(=C(CC(=O)O)C(=O)O)c2ccc3c(c2)OCO3)cc(OC)c1OC | -1.9
CCOC(=O)N1CCC(Nc2c(N3CCN(c4cccc(C(F)(F)F)c4)CC3)c(=O)c2=O)CC1 | 6.6
COC(=O)c1[nH]c2cc(OC)ccc2c1NC(=O)c1ccc2c(c1)OCO2 | 1.7
CC(=O)Nc1ccc(NC(=O)c2cc(-c3ccc(F)cc3C)n[nH]2)cc1 | -1.2
CCn1c(C)cc2c(c1=O)C(c1ccccc1)C(C(=O)OC)=C(N)O2 (stereo unspecified) | 0.0
CN(C)c1cccc2c(C=C(C#N)C#N)ccc(N(C)C)c12 | 1.3
Cn1nnnc1SCC(=O)N1CCCc2ccccc21 | 1.7
COc1ccc(C(=O)Nc2ccc(Cn3ccnc3)cc2)cc1OC | 1.1
CCOc1ccccc1N(C(=O)Nc1ccc(Cl)cc1)C1=NCCS1 | -1.9
CC(C)(C)c1ccc(NC(=O)CCNC(=O)c2ccco2)cc1 | -0.2
COC(=O)c1ccccc1NC(=O)CN1CCN(Cc2ccccc2)CC1 | -1.7
Cc1ccc(NC(=O)CSc2nnnn2C2CCCC2)cc1S(=O)(=O)N1CCOCC1 | -2.7
CC(=O)C1(C)CCC2C3C=C(C)C4=CC(=O)CCC4(C)C3CCC21C (stereo unspecified) | -3.6
CCCCSc1nnc(-c2ccccc2N)c(=O)[nH]1 | -1.2
C/C=C\C=C/C(=O)Nc1cccc(C2=NOC3(C2)C[C@H](C(N)=O)N(C(=O)c2ccc(OC)cc2)C3)c1 (stereo partly specified) | 16.0*
CCOc1ccc(NC(=O)CN2CCN(C3c4ccccc4-c4ccccc43)CC2)cc1 | 0.8
COC(=O)[C@]1(Sc2ccc(OC)cc2)CC(=O)N[C@@H]1c1ccccc1 | 1.0
O=S(=O)(Nc1ccc2c(c1)OCCO2)c1cccs1 | 0.5
